S3 lipid droplet = qHTS Assay for Lipid Storage Modulators in Drosophila S3 Cells. lipid storage change, negative = inhibition, % at the top dose, mostly 46.1 µM; hits show Potency in µM. Drosophila S3 cells, BODIPY lipid droplet fluorescence, 18-24 h; cells fed with added oleic acid. AID 2685, 2010. 0.64% of 320,000 active; active means well fitted inhibition curve with a large enough effect in the signal ratio, with a control signal flat, not every such curve was filed as active; inconclusive means small, poorly fitted or top-dose-only effect, or effect the other way, or a change in a side signal; the % refers to the signal ratio
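Drosophila S3 cells got compounds at several concentrations plus oleic acid (400 uM solution). Laser-scanning cytometry with 488 nm excitation read lipid droplets at 500-530 nm and cells at 575-640 nm. Percent activity was relative to 20 uM Triacsin C.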
S3 lipid droplet cell count max = further read-out of S3 lipid droplet, marked with its call; cell number change, %; measured here: cell count max response;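 cells counted by Cell Tracker Red CMTPX staining in the red channel; peak over a dose series mostly up to 46.1 µM; percent activity relative to internal control wells on each plate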
Numbers without * were called inactive; i = inactive; ? = inconclusive; . = not tested or not shown; [ ] = dose if it differs, or a comment. On the % scale 0 is the no-effect control and ±100 the full control effect; potency means the concentration at half of the fitted maximal effect.

SMILES	S3 lipid droplet	S3 lipid droplet cell count max
CN(CC(=O)Nc1ccc(F)c(F)c1F)C(=O)C1CCCC1	?	.
O=C(NCc1ccccc1Cl)c1ccc(S(=O)(=O)NCc2ccco2)cc1	?	.
N=C1C(c2ccc(Br)cc2)=C(O)C2CCc3ccccc3N12 (centres undefined)	19%	6
Cc1occc1C(=O)N1CCN(c2ccc([N+](=O)[O-])cc2)CC1	?	.
O=C(N/N=C/c1ccncc1)c1cccc(NC(=O)c2ccc(Cl)cc2)c1	12%	4
Cc1c(OCc2ccc([N+](=O)[O-])cc2)ccc2c3c(c(=O)oc12)CCC3	?	.
CCOc1ccc(/C=N/NC(=O)c2c(-c3ccccc3)noc2C)cc1	?	.
O=C(CCS(=O)(=O)c1ccccc1)Nc1ccc(-c2nc3ccccc3s2)cc1	?	.
Cc1ccccc1OCC(=O)NC(=S)Nc1ccccc1N1CCN(S(C)(=O)=O)CC1	12%	-16
FC(F)(F)c1ccc(Cl)c(N/N=C/c2ccc(N3CCOCC3)s2)c1	?	.
CC(=O)Nc1cccc(-c2csc(Nc3ccc(Cl)cn3)n2)c1	?	.
FC(F)Oc1ccc(NC(=S)NCc2cccnc2)cc1	16%	23
O=C(NCc1ccc2c(c1)OCO2)Nc1cccc(Cl)c1	-19%	-24
O=S(=O)(NCC(Nc1ccccc1)c1ccccc1)c1ccc(Cl)cc1 (centres undefined)	?	.
COc1ccc(C(C(=O)NC2CCCCC2)N(C(=O)c2sc(C)nc2C)c2ccccc2)cc1 (centres undefined)	?	.
NC(=O)N/N=C/c1cc(Br)ccc1OC(=O)c1ccccc1	?	.
CCCCCCSc1nc(O)c(C2OC(=O)c3c2ccc(OC)c3OC)c(=O)n1CC (centres undefined)	0%	8
CCOC(=O)c1cncc(NC(=O)c2ccccc2)c1	?	.
O=C(Nc1ccc(N2CCN(Cc3ccccc3F)CC2)cc1)c1ccc([N+](=O)[O-])o1	?	.
CC(C)=CCC/C(C)=C/Cc1c(O)ccc(C(=O)/C=C/c2ccc(O)cc2)c1O	?	.
Cc1ccc(OCCCC(=O)N(C)CC(=O)Nc2ccccc2Br)cc1	?	.
CC1CCc2[nH]c3ccc(C(=O)N(C)CC(=O)Nc4ccccc4C(F)(F)F)cc3c2C1 (centres undefined)	?	.
COc1ccc(N2CCN(C(=O)c3ccc(-c4nc5ccccc5s4)o3)CC2)cc1	?	.
COc1ccccc1C1(O)CC2CCC(C1)N2S(=O)(=O)c1ccc(C(C)=O)cc1 (centres undefined)	?	.
N#Cc1cccc(C(c2nnnn2CCc2ccccc2)N2CCN(C3CCCCC3)CC2)c1 (centres undefined)	?	.

Carrying on.
SMILES	S3 lipid droplet	S3 lipid droplet cell count max
O=[N+]([O-])c1ccc(-c2nnc3n2CCCCC3)cc1	i	.
COC(=O)c1ccc(C(=O)N(Cc2ccccc2)c2ccccc2)cc1	?	.
c1ccc(-c2csc(Nc3cccnc3)n2)cc1	4%	-3
CC1(CCc2ccccc2)NC(=O)N(Cc2cc([N+](=O)[O-])cc3c2OCOC3)C1=O (centres undefined)	3%	-17
CCCS(=O)(=O)NCCc1cc2c(C)ccc(C)c2[nH]c1=O	-7%	-18
COc1cccc(-c2nc(C(=O)NCC3CCCO3)cc3c2[nH]c2ccccc23)c1 (centres undefined)	?	.
O=C(CCC(=O)N1CCN(c2ccccc2F)CC1)N1CCN(c2ccc(F)cc2)CC1	?	.
Cc1ccc(SCC(=O)Nc2c(Br)cnn2C)cc1	6%	.
CCOc1ccc2nc(NC(=O)CSc3nc4c(c(=O)n(C)c(=O)n4C)n3C(C)C)sc2c1	?	.
O=C(NCC1CCCN(Cc2cccc(OCCO)c2)C1)c1ccc(F)cc1 (centres undefined)	2%	8
COc1ccccc1NC(=S)N(Cc1ccccc1)Cc1ccccn1	?	.
CC(O)[C@@H](NC(=O)C1CCC(CNC(=O)[C@H](Cc2ccccc2)NC(=O)OC(C)(C)C)CC1)C(=O)O (some centres undefined)	-10%	-7
NS(=O)(=O)c1cc(C2(O)NC(=O)c3ccccc32)ccc1Cl (centres undefined)	?	.
CN(Cc1cccs1)C(=O)C1CCN(S(=O)(=O)c2ccccc2)CC1	11%	5
COc1ccc(N(CN2C(=O)C3CC=CCC3C2=O)C(=O)c2ccco2)cc1 (centres undefined)	i	.
O=C(O)c1cccc(-c2ccc(/C=N/n3cnnc3)o2)c1	?	.
CCOc1cc(N2CCCC2)ccc1[N+](=O)[O-]	16%	.
Cc1cccc(N(CC(=O)NCc2ccc3c(c2)OCO3)C(=O)CCC(=O)Nc2ccccn2)c1	?	.
COc1ccc(CNC(=O)c2ccc(S(=O)(=O)N3CCCC3)cc2)cc1OC	?	.
COCCN(CCOC)C(=O)COC(=O)c1cc([N+](=O)[O-])ccc1Cl	?	.
Cc1cccc(CCNS(=O)(=O)c2ccc3c(c2)NC(=O)CS3)c1	?	.
NNC(=O)c1ccc(S(=O)(=O)N2CCc3ccccc32)cc1	0%	6
CC1CCN(c2oc(Cc3cccc4ccccc34)nc2C#N)CC1	?	.
COc1ccccc1Cn1nnc2c(=O)[nH]c(C3CCN(C(=O)c4ccc(F)cc4)CC3)nc21	-26%	-9
OC(CNCc1ccco1)Cn1c2ccc(Br)cc2c2cc(Br)ccc21 (centres undefined)	?	.

Reformatted as comma-separated lines: part of the list above
compound,S3 lipid droplet,S3 lipid droplet cell count max
Cc1cccc(N(CC(=O)NCc2ccc3c(c2)OCO3)C(=O)CCC(=O)Nc2ccccn2)c1,?,.
COc1ccc(CNC(=O)c2ccc(S(=O)(=O)N3CCCC3)cc2)cc1OC,?,.

Next entries follow:
SMILES	S3 lipid droplet	S3 lipid droplet cell count max
COc1ccc(C2=NO[C@@H]3C(=O)N(Cc4ccccc4)C(=O)[C@H]23)c(OC)c1	?	.
O=C(CSc1ncn[nH]1)NCCCc1ccccc1	?	.
Cc1ccc(C(=O)N=c2sccn2C)cc1S(=O)(=O)N1CCOCC1	-30%[0.0737 µM]	22
Cc1ccccc1C(C(=O)NC1CCCCC1)N(C(=O)c1ccccn1)c1cccnc1 (centres undefined)	17%	3
CC(C)(C)c1ccc(NS(=O)(=O)c2ccc(N)cc2)cc1	?	.
Clc1ccc2nc(CSc3nnc4ccccn34)cn2c1	?	.
Cc1nc2ncnn2c(N2CCCC(C(=O)Nc3ccccc3Br)C2)c1C (centres undefined)	2%	23
Cc1nn(CC#N)c(=O)n1-c1ccc(F)cc1	0%	-25
CCN(CC(=O)Nc1c(F)cccc1F)C(=O)CCc1nc2ccccc2c(=O)[nH]1	?	.
Cc1nc2ncnn2c(C)c1CCC(=O)N1CCN(c2ccccn2)CC1	i	-2
COc1ccc(CN2CCN(S(=O)(=O)c3ccccc3)CC2)cc1Br	?	.
CC(C)CN(C(=O)COC(=O)c1ccc(Br)o1)c1c(N)n(Cc2ccccc2)c(=O)[nH]c1=O	9%	6
Cc1cc(C)cc(NC(=O)C2CCCN(S(=O)(=O)c3ccc4[nH]c(=O)ccc4c3)C2)c1 (centres undefined)	?	.
CC(=O)Nc1ccc(S(=O)(=O)NCc2cn3c(C)csc3n2)cc1	3%	21
CCc1ccc(OCC(=O)Nc2ccc(-c3cc4ccccc4oc3=O)c(OC)c2)cc1	?	.
COc1ccccc1CNC(=O)CSc1ccc(-c2cccc([N+](=O)[O-])c2)nn1	-10%	-4
CCOC(=O)N1CCN(C(=O)CSc2nnc(Cc3cccn3C)n2CCc2ccccc2)CC1	?	.
CCOC(=O)c1cc2c(ccc3ccccc32)oc1=O	15%	9
COc1cc2nc(CSc3nc(-c4ccc(F)cc4)cs3)[nH]c(=O)c2cc1OC	-15%	-23
COc1ccc(NS(=O)(=O)c2ccc(SC)cc2)c(OC)c1	?	.
COc1ccc(C(=O)NNC(=O)c2cc(C)[nH]n2)cc1	-3%	.
OCCC1CN(Cc2cccn2-c2nccs2)CCN1Cc1ccccc1 (centres undefined)	?	.
CC(=O)c1c(C)[nH]c(C(=O)CN2C(=O)NC(CCc3ccccc3)C2=O)c1C (centres undefined)	-7%	-12
Cc1snc(SCC(=O)c2ccc(F)cc2)c1C#N	?	.
COc1ccc(CNC(=O)C2CCN(S(=O)(=O)c3ccc(-c4nn[nH]n4)cc3)CC2)cc1	?	.

Shown with values ahead of the structure: entries from further up
S3 lipid droplet | S3 lipid droplet cell count max | Structure
-7% | -12 | CC(=O)c1c(C)[nH]c(C(=O)CN2C(=O)NC(CCc3ccccc3)C2=O)c1C (centres undefined)
? | . | Cc1snc(SCC(=O)c2ccc(F)cc2)c1C#N
15% | 9 | CCOC(=O)c1cc2c(ccc3ccccc32)oc1=O
? | . | COc1ccc(CN2CCN(S(=O)(=O)c3ccccc3)CC2)cc1Br
-3% | . | COc1ccc(C(=O)NNC(=O)c2cc(C)[nH]n2)cc1
? | . | COc1ccc(NS(=O)(=O)c2ccc(SC)cc2)c(OC)c1
-10% | -4 | COc1ccccc1CNC(=O)CSc1ccc(-c2cccc([N+](=O)[O-])c2)nn1

Next records:
SMILES	S3 lipid droplet	S3 lipid droplet cell count max
Cc1ccc(S(=O)(=O)Nc2c(C)n(C)n(-c3ccccc3)c2=O)c(C)c1	?	.
O=C(OCCN1CCCCC1)c1c[nH]c2ccccc12	?	.
CCCCC(=O)Nc1cccc(NC(=S)NC(=O)COc2ccccc2Cl)c1	-4%	16
S=C(NCC1CCCO1)NC1CCCCC1 (centres undefined)	?	.
Cc1onc(-c2ccccc2Cl)c1-c1nc(-c2ccccn2)no1	?	.
O=C(COc1ccccc1)N=C1SC2CS(=O)(=O)CC2N1Cc1ccccc1 (centres undefined)	i	19
COCCSc1nnc(NC(=O)c2ccc3c(c2)OCO3)s1	?	.
CCOC(=O)C1(CCOc2ccccc2)CCN(Cc2ccc(C#CCCO)cc2)CC1	i	9
CCc1ccc(C(=O)NNC(=S)Nc2ccc(S(N)(=O)=O)cc2)s1	0%	0
CC(=O)c1c(C)[nH]c(C(=O)OCC(=O)Nc2nnc(-c3ccccc3)o2)c1C	21%	-20
CCOc1ccc(NC(=O)CSc2nc(C)cc(C)n2)cc1	0%	-3
CCCNC(=O)c1ccccc1SCc1c(C)noc1C	?	.
COc1ccc(N2CSC3=C(C#N)C(c4cc(OC)ccc4OC)CC(=O)N3C2)c(OC)c1 (centres undefined)	?	.
COCCn1c(C(C)C)nc2ccccc21	?	.
Nc1c(-c2ccccc2)cnn1-c1cccc(C(F)(F)F)c1	?	.
C/C=C/CSc1nc2c(c(=O)[nH]c(=O)n2C)n1Cc1ccc(C)cc1	i	-29
Cc1nc(NCCCN2CCOCC2)c2oc3ccccc3c2n1	?	.
COc1cc(/C=C/C(=O)O)cc(S(=O)(=O)N2CCc3ccccc32)c1OC	-16%	4
O=C(NCc1ccccc1)c1ccc2c(=O)n(CCCN3CCCC3=O)c(=S)[nH]c2c1	?	.
CC(=O)NS(=O)(=O)c1ccc(Nc2ccc([N+](=O)[O-])c3nonc23)cc1	3%	5
CCOC(=O)c1cccc(NC(=O)c2ccc3c(c2)OCO3)c1	-7%	-17
CCN1C(=O)CSC1=Nc1ccccc1Cl	?	.
O=C(Nc1ncc(Cc2cccc([N+](=O)[O-])c2)s1)c1ccco1	12%	16
Cc1ccnc(NS(=O)(=O)c2cc(C(F)(F)F)ccc2Cl)c1	?	.
COC(=O)c1cc(Br)c(=O)n(CC(C)C)c1	i	17

A different layout for part of the listing above:
SMILES,S3 lipid droplet,S3 lipid droplet cell count max
COCCSc1nnc(NC(=O)c2ccc3c(c2)OCO3)s1,?,.
CCCCC(=O)Nc1cccc(NC(=S)NC(=O)COc2ccccc2Cl)c1,-4%,16
CCOc1ccc(NC(=O)CSc2nc(C)cc(C)n2)cc1,0%,-3

(further entries)
SMILES	S3 lipid droplet	S3 lipid droplet cell count max
Cc1cccc(NC(=O)c2ccc(Cl)c(S(=O)(=O)N3CCCCC3)c2)n1	?	.
N#Cc1c(NC(=S)NC(=O)c2ccccc2)sc2c1CCC2	5%	-8
Cc1c(Cl)cccc1NC(=O)CCC(=O)c1cccs1	23%	.
O=C(COc1ccc2c3c(c(=O)oc2c1)CCC3)N1CCN(c2ccc(F)cc2)CC1	?	.
C/C(=N\NC(N)=S)C12CC3CC(CC(C3)C1)C2	?	.
COc1ccc(OC)c(S(=O)(=O)Nc2cnc3ccccc3c2)c1	?	.
CCn1cc(C(=O)NCCCN2CCN(C)CC2)c(=O)c2cc(S(=O)(=O)N3CCc4ccccc4C3)ccc21	4%	10
COCCNC(=O)C(c1ccc(C)o1)N(Cc1ccco1)C(=O)c1snc(C(N)=O)c1N (centres undefined)	9%	5
COC(=O)c1ccc(NC(=O)CCN2C(=O)CSC2=O)cc1	0%	0
CCCNS(=O)(=O)c1ccc(OCC(=O)NCC2CCCO2)cc1 (centres undefined)	?	.
Cc1noc(C)c1COC(=O)COc1ccc(-c2ccccc2)cc1	8%	16
COc1ccc(OC)c(/C=C/C(=O)Nc2cccc(S(=O)(=O)N3CCCC3)c2)c1	?	.
Fc1ccc(-c2nnc3ccccn23)cc1	?	.
CC(=O)NC12CC3CC(C1)CC(C(=O)N1CCN(S(=O)(=O)c4cccc(C(F)(F)F)c4)CC1)(C3)C2	?	.
Cc1ccc(S(=O)(=O)c2cc3c(=O)n4cccc(C)c4nc3n(Cc3ccco3)c2=N)cc1C	?	.
CCc1cc(=O)oc2cc(OCC(=O)NCCCN3CCCC3=O)c(Cl)cc12	16µM*	12*
CCn1nnnc1SCC(=O)c1cc(Cl)ccc1OC	3%	14

Some of the compounds tested, so the mix of outcomes need not match the whole.
